Bioassay records (PubChem BioAssay)
CRFBP-R2 block – antagonists of CRF-binding protein/CRF-R2 receptor complex; 350,000 tested, 0.59% active; AID 588475; inhibition, % at 11.8 µM; HEK293 CRF-R2/CRF-BP, CRF-induced calcium fluorescence;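 active = inhibition of the ligand-induced calcium signal above about 50% at the single tested concentration, limit read from the data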
CRFBP-R2 agonist – agonists of human CRF-binding protein/CRF-R2 receptor complex; HEK293 CRF-R2/CRF-BP, calcium dye fluorescence (FLIPR); percent of saturating CRF peptide response; activation, % at 13.2 µM; 350,000 tested, 0.46% active;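 active = activation of at least 50%, plus an integration ratio under a set limit after plate pattern correction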;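 note: plate controls were neutral control wells without compound for no effect and CRF at EC100 for full effect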
GalR3 antagonist – human GalR3 antagonism; O60755; inhibition, % at 3 µM; HEK293 GalR3-CNG cAMP membrane potential fluorescence; galR3 body fused to GalR1 C-terminus; 360,000 tested, 0.44% active;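 active = inhibition above the screen-wide average plus 3 SD, cut at about 13% in these data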;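 note: forskolin and galanin both at EC90 stimulate the cells; cAMP rise reported by CNG channel membrane potential dye signal; 0% = forskolin plus galanin with DMSO and 100% = forskolin alone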
Target sequence (O60755 1-299 limits assumed): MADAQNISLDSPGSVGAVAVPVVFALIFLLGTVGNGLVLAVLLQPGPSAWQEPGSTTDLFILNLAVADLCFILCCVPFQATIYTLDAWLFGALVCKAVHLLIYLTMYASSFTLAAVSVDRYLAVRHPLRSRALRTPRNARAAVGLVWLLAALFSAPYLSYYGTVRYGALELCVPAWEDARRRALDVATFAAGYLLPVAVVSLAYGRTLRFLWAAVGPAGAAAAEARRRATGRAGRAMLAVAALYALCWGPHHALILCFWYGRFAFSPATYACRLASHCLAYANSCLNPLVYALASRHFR
The depositor's hits bear a star; & = joins results of further samples. The list is partial (hit frequency here may not be typical).

SMILES	CRFBP-R2 block	CRFBP-R2 agonist	GalR3 antagonist
COc1cccc(NC(=O)N(C)C[C@H]2OCc3cnnn3CCCC(=O)N([C@H](C)CO)C[C@@H]2C)c1	19	-0.1	-6
COc1ccc(CC(=O)Nc2ccc(F)c(S(=O)(=O)N3CCOCC3)c2)cc1	5	0.0	7
CCN(CC)CCNC(=O)c1ccc(NC(=O)c2cccc(S(=O)(=O)N3CCc4ccccc43)c2)cc1	-23	0.1	-4
Cc1ccc(NC(=O)COC(=O)C2CC3CCCC(C2)C3=O)c([N+](=O)[O-])c1 (centres undefined)	-3	0.7	-3
O=C(C[C@@H]1C[C@H]2c3cc(NC(=O)NC4CCCCC4)ccc3O[C@H]2[C@H](CO)O1)NC1CCCCC1	3	3.2	-6
CC(=O)c1c(O)cc2c3c1OC(C)(C)C1CCC(C)(CC31)O2 (centres undefined)	17	-0.1	-5
CCOc1ccc(NC(=O)CN(C)C(=O)c2cc(S(=O)(=O)N3CCCCC3)ccc2C)cc1OCC	6	-1.1	3
COc1cccc(NC(=O)COC(=O)c2cc(=O)c3ccccc3o2)c1	32	-2.6	-3
Cc1ccc([C@H]2C[C@H](O)[C@@H](n3cc(C4CC4)nn3)CN2C(=O)c2cccs2)cc1	-14	0.4	-5
Cc1noc(C)c1CSCC(=O)Nc1cc(S(=O)(=O)N2CCOCC2)ccc1OCC(F)(F)F	4	-1.1	-1
COc1ccc2[nH]c3c(c2c1)CCN1C(=O)C(CC(=O)NCCCn2ccnc2)C[C@H](C(=O)N2CCCCC2)[C@@]31C (some centres undefined)	-1	-0.8	1
CNc1ccc(N=Nc2cccc3ncccc23)cc1	15	-3.3	-6
CCN(C(=O)CSc1nnc(-c2ccccc2OC)n1N)c1c(N)n(Cc2ccccc2)c(=O)[nH]c1=O	5	2.1	-1
Cc1ccc(Cc2c(-c3ccccc3)nc3ccc(Cl)cn23)cc1	-2	-1.1	-4
COc1ccc(CCNC(=O)COc2ccc3c(C)cc(=O)oc3c2)cc1	15	-2.3	-5
C=CCN1C(=O)c2ccc(C(=O)N(CC(C)C)c3c(N)n(CCCC)c(=O)[nH]c3=O)cc2C1=O	6	1.1	-2
CCN1C(=O)[C@H]2[C@@H](c3ccc(-c4ccc(F)cc4)cc3)N[C@@](C)(C(=O)OC)[C@H]2C1=O	10	-2.1	0
CN(CC(=O)Nc1ccc(Cl)cc1)C(=O)C1=COCCO1	-2	-0.2	-5
O=C(CCS(=O)(=O)c1ccccc1F)Nc1ccc(N2CCN(Cc3ccccc3)CC2)cc1	-5	0.6	0
C/C(NCCc1ccccc1)=C1/CCOC1=O	3	-0.7	-2
COc1ccc(CCC(=O)Nc2ccc(OC)c(S(=O)(=O)N3CCCCC3)c2)cc1OC	4	0.4	-3
Cc1nnc(NC(=O)CSc2nnc(CNC(=O)c3ccccc3F)n2C(C)C)s1	-3	1.2	-1
O=C1OC(COCC#Cc2ccccc2)CN1c1ccccc1 (centres undefined)	26	13	1
CN(CC(=O)NNC(=O)Cc1ccccc1F)S(=O)(=O)c1ccc(Cl)cc1	12	-1.5	-5
CC(C)(CNC(=O)c1ccccc1F)CNC(=O)c1ccccc1F	-4	-0.3	-4
COc1ccc(NC(C)=O)c([N+](=O)[O-])c1[N+](=O)[O-]	-3	-1.6	-6
Cc1cc(O)c(Sc2ccccc2)c(=O)o1	6	-2.8	-3
O=[N+]([O-])c1cc2ccccc2nc1-c1ccccc1	-15	-1.2	-4
O=C(Nc1ccccc1N1CCOCC1)c1ccc(N2CCCC2=O)cc1	-6	0.6	0
CSc1ncccc1C(=O)OCC(=O)N1CCc2ccccc21	-2	-0.7	-6

Reprinted from above, 5 compounds:
SMILES	CRFBP-R2 block	CRFBP-R2 agonist	GalR3 antagonist
COc1ccc(CCC(=O)Nc2ccc(OC)c(S(=O)(=O)N3CCCCC3)c2)cc1OC	4	0.4	-3
Cc1nnc(NC(=O)CSc2nnc(CNC(=O)c3ccccc3F)n2C(C)C)s1	-3	1.2	-1
O=C1OC(COCC#Cc2ccccc2)CN1c1ccccc1 (centres undefined)	26	13	1
CN(CC(=O)NNC(=O)Cc1ccccc1F)S(=O)(=O)c1ccc(Cl)cc1	12	-1.5	-5
CC(C)(CNC(=O)c1ccccc1F)CNC(=O)c1ccccc1F	-4	-0.3	-4

(next part)
SMILES	CRFBP-R2 block	CRFBP-R2 agonist	GalR3 antagonist
Cc1noc(C)c1COc1ccccc1C(=O)N1CCN(c2cccc(C(F)(F)F)c2)CC1	-6	-0.4	-12
C/C(=N/Nc1ccc(C(=O)c2c(C)cc3ccccn23)cc1[N+](=O)[O-])c1ccc(O)cc1	16	-3.5	-3
CCN(CC(=O)NC(=O)NC1CCCC1)Cc1ccccc1	1	-1.3	-2
Cn1cnnc1SCC(=O)N1CCc2ccccc2C1	13	-2.8	-5
COc1ccc(S(=O)(=O)N2CCOCC2)cc1NC(=O)Cc1coc2cc(C)ccc12	-2	0.7	-1
CCOc1ccccc1C=C1CCc2ccccc2C1=O	20	-1.1	-5
COc1ccc(C2C(=O)c3ccccc3C2=Nc2ccc(Br)cc2)cc1 (centres undefined)	-35	-0.8	-1
CCC(C)C(CO)NCCCn1cnc2c(OCc3ccccc3)ncnc21 (centres undefined)	-4	-0.8	-3
CCN1C(=O)[C@H]2[C@@H](c3ccc(OC)cc3)N[C@]3(CCCN(CC4CCCCC4)C3=O)[C@H]2C1=O	-11	0.6	-4
Cc1cc(C)n(-c2ccc(C(=O)N3CCN(S(=O)(=O)c4ccc(Br)cc4Cl)CC3)cc2)n1	1	-0.3	-7
O=S(=O)(Cc1ccccc1)CS(=O)(=O)Cc1ccccc1	-11	0.2	-5
CCN1C(=O)[C@H]2[C@@H](c3ccc(-c4ccc(F)cc4)cc3)N[C@@](Cc3ccccc3)(C(=O)OC)[C@H]2C1=O	-5	3.2	-3
O=c1[nH]cc(S(=O)(=O)N2CCN(c3ccc(F)cc3)CC2)c(=O)[nH]1	2	1.1	-2
O=[N+]([O-])c1ccc(-[n+]2ccc3ccccc3c2)c([N+](=O)[O-])c1	18	-3.3	-6
CC1=C(C(=O)N(C)C)CC(CC(=O)NC2CCCCC2)C(=O)N1CCC1=CCCCC1 (centres undefined)	-6	-1.1	-7
C=CC[C@@H](CC(=O)NCCO)C(=O)NC[C@H](OC(=O)[C@@H](CC=C)Cc1ccc(F)cc1)c1ccccc1	-4	-0.3	-5
CC1CC(NS(=O)(=O)c2cc3c4c(c2)CCN4C(=O)CC3)CC(C)(C)C1 (centres undefined)	-2	-0.7	-4
CC1(C)CN(C2CCCCC2)C(=O)[C@H]1CC(=O)Nc1ccc(Br)cc1	-6	-0.9	-5
CSCCC(NC(=O)c1cccc(S(=O)(=O)N2CCOCC2)c1)c1nc2ccccc2[nH]1 (centres undefined)	-14	-4.0	1
O=C(Nc1cccc(S(=O)(=O)N2CCCCCC2)c1)C1CC(=O)N(c2ccc3c(c2)OCCO3)C1 (centres undefined)	-10	49	-3
COc1cccc(CNC(=O)C(=O)NCCC2CCCCN2S(=O)(=O)c2ccccc2)c1 (centres undefined)	1	-1.1	-4
CC(C)(C)[C@@H]1COC(=O)[C@H](Cc2ccc(F)cc2)CC/C=C\C[C@@H](CC(=O)NCCO)C(=O)N1	-20	0.8	-5
O=C(CNS(=O)(=O)c1ccc2c(c1)OCCCO2)N1CCN(Cc2ccccc2)CC1	2	-0.7	-1
O=S(=O)(NCCOc1ccccc1F)c1ccc(Cl)cc1F	0	-0.4	3
CC(CC(=O)N(CCC1=CCCCC1)c1c(N)n(Cc2ccccc2)c(=O)[nH]c1=O)c1ccccc1 (centres undefined)	21	6.5	-2
O=C(Cn1cnc2c(NCc3ccccc3)ncnc21)NCc1ccc2[nH]ccc2c1	10	-0.8	-2
Cc1ccc(OC(=O)CCC(=O)Oc2ccc(C)cc2C)c(C)c1	25	-2.0	-1
CN(CC(=O)Nc1cccc(F)c1)C(=O)COc1ccc2c(c1)CCC2	-2	-0.8	-5
O=C(COC(=O)CC1CCCC1)Nc1cccc(F)c1	-1	0.4	-8
O=C(CSC1=NS(=O)(=O)c2ccccc2N1)N1CCCCC1	3	0.2	0
O=C(OCc1nnc(-c2ccccc2)o1)c1ccc([N+](=O)[O-])s1	17	1.5	-4
CC(C)(C)C(=O)/C=C1\SCC(=O)N1CC(=O)N1CCN(c2ccccc2)CC1	-3	-0.7	-6
COc1cccc(OC)c1C(=O)Nc1cccc(-c2ccc(N3CCOCC3)nn2)c1	-15	3.0	4
Cc1ccc(C(=O)N2CCC(Cc3ccccc3)CC2)cc1S(=O)(=O)N1CCOCC1	8	-0.6	-1
Cc1ccc(NC(=O)CSc2nnnn2C2CCCC2)cc1S(=O)(=O)N1CCOCC1	-1	0.8	-4
O=C(Nc1ccccn1)c1ccc(Cl)c(S(=O)(=O)N2CCCCCC2)c1	-10	2.5	-2
COCCN(C(=O)c1c(C)noc1C)c1c(N)n(CC(C)C)c(=O)[nH]c1=O	0	0.7	0
CCCCNc1c(-c2cccc(SC3CCCCC3)c2)nc2ccc(Cl)cn12	-5	-2.4	2&-8
Cc1ccnc(NC(=O)c2cccc(S(=O)(=O)N3CCN(c4ccccc4)CC3)c2)c1	4	-0.4	-7
COc1cc(OC)c2c(-c3cccc(-c4ccc(C#N)cc4)c3)cc(=O)oc2c1	18	2.1	-4
CCn1c(SC(C)C(=O)NC2CCCC2)nc2cc(S(N)(=O)=O)ccc21 (centres undefined)	0	0.6	-4
Cc1noc(C)c1NC(=O)Nc1cccc2c1O[C@@H](CN(C)Cc1ccc3c(c1)OCO3)[C@@H](C)CN([C@H](C)CO)C2=O	-3	2.0	3
Cc1ccccc1NS(=O)(=O)c1ccc(C(=O)N2CC(C)OC(C)C2)cc1 (centres undefined)	-1	5.8	0
COc1ccc(Br)cc1CN(C)C(=O)C1=CC=CN2CCS(=O)(=O)N=C12	-7	-0.5	0
CCN(CC)S(=O)(=O)c1ccc(N2CCCC2)c(NC(=O)c2ccc(N3CCCC3=O)cc2)c1	11	0.4	1
CC(=O)Nc1ccc(C(=O)CN2C(=O)NC3(CCCCCC3)C2=O)c(F)c1	-44	4.0	-4
N#Cc1c(C#N)c(SSc2c(C#N)c(C#N)c(N)n2-c2ccccc2)n(-c2ccccc2)c1N	-15	-3.2	-3
Nc1ncc2[nH]c(N)nc2n1	17	-0.5	-4
CC(C)(Oc1ccc(Cl)cc1)C(=O)NC1CC1	6	-0.2	1
Cc1ccnc(NC(=O)C(Cc2ccccc2)NC(=O)c2ccccc2)c1 (centres undefined)	0	0.6	-6

Continued.
SMILES	CRFBP-R2 block	CRFBP-R2 agonist	GalR3 antagonist
O=C(NCCc1ccc(C(F)(F)F)cc1)C1CC(=O)N(Cc2ccccc2)C1 (centres undefined)	-8	-0.7	-2
CCOC(=O)C1=C(CC)Nc2ccccc2N=C1NC(=O)c1ccc(OC)c(S(=O)(=O)N2CCOCC2)c1	21	-1.9	5
CCCCCCN1C[C@H](O)[C@@H](n2cc(C3CC3)nn2)C[C@@H]1c1ccccc1	-6	1.9	-7
COc1cccc(CN(C)C(=O)CSC(C)C(=O)Nc2cc(C)on2)c1OC (centres undefined)	-10	0.1	0
COc1ccc([N+](=O)[O-])cc1NCC(=O)Nc1cc(S(=O)(=O)N2CCCCC2)ccc1C	0	0.4	-1
Cc1ccc(S(=O)(=O)N(C)C[C@@H]2Oc3ccc(NC(=O)Nc4cccc5ccccc45)cc3C(=O)N([C@H](C)CO)C[C@H]2C)cc1	3	1.5	0
Cc1ccc(S(=O)(=O)NCc2ccccc2)cc1C(=O)NC(C)c1ccc(S(N)(=O)=O)cc1 (centres undefined)	-10	-0.7	-5
CC1C(=O)N(Cc2cn(Cc3ccco3)nn2)CCS(=O)(=O)N1Cc1ccc(-c2ccc(F)nc2)cc1 (centres undefined)	5	-1.4	-2
CCC1(c2ccc(F)cc2)NC(=O)N(CC(=O)NC2CCCC(C)C2C)C1=O (centres undefined)	-1	-5.7	-2
Cc1cccc(S(=O)(=O)N(C)C[C@@H]2OCc3cn(nn3)CCCC(=O)N([C@@H](C)CO)C[C@H]2C)c1	-5	0.8	-1
COc1ccc(CNC(=O)COC(=O)/C=C/c2cccc(Cl)c2)cc1	9	-2.2	-1
CC(C)(O)CCC(C)(C)O	3	-0.4	0
Cc1ccc(SCC(=O)OCC(=O)NCCC2=CCCCC2)cc1	5	-1.9	1
CC(C)CN(C(=O)COC(=O)c1ccccc1SCC(=O)N1CCCC1)C1CCS(=O)(=O)C1 (centres undefined)	6	0.3	-6
CC(C)(CNC(=O)c1cc([N+](=O)[O-])ccc1N1CCC(Cc2ccccc2)CC1)N1CCOCC1	4	0.0	-4
CCOC(=O)CCCCCC(=O)Nc1ccc2c(c1)C(=O)N([C@@H](C)CO)C[C@H](C)[C@H](CN(C)S(=O)(=O)c1ccc(OC)cc1)OCCCC[C@H](C)O2	1	-1.1	-8
O=C(COC(=O)c1ccc(F)cc1F)Nc1ccc(S(=O)(=O)N2CCOCC2)cc1	-4	-2.1	-1
CC(=O)C(=Nc1cccc(Cl)c1)NNc1ccccc1C	-14	-3.8	0
O=C1C(=C(I)I)c2ccccc2-c2ccccc21	40	2.8	-9

Random excerpt: 4 compounds from above
SMILES	CRFBP-R2 block	CRFBP-R2 agonist	GalR3 antagonist
Cc1ccc([C@H]2C[C@H](O)[C@@H](n3cc(C4CC4)nn3)CN2C(=O)c2cccs2)cc1	-14	0.4	-5
COc1ccc(Br)cc1CN(C)C(=O)C1=CC=CN2CCS(=O)(=O)N=C12	-7	-0.5	0
CN(CC(=O)NNC(=O)Cc1ccccc1F)S(=O)(=O)c1ccc(Cl)cc1	12	-1.5	-5
CC(=O)c1c(O)cc2c3c1OC(C)(C)C1CCC(C)(CC31)O2 (centres undefined)	17	-0.1	-5
